Compound activity deposited in PubChem by National Center for Advancing Translational Sciences (NCATS).
hERG WT inh: blocks the wildtype human KCNH2 potassium channel; U2OS, BacMam KCNH2, thallium flux FluxOr; hits give low values; 340,000 tested, 0.37% active; activity change, % at 1.84 µM; Q12809;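 active = maximum activity change below -70%; inconclusive = maximum activity change between -70% and -50%; inactive = maximum activity change above -50%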; also: % is scaled to controls: 0 for no effect and ±100 for the full control effect
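U2OS cells transduced with wild-type KCNH2 virus are loaded with FluxOr dye for 45 min, and thallium flux is measured in kinetic reads before and after stimulation buffer. Rate constants are normalized to DMSO controls.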
KCNH2 3.1 block: inhibitors of human KCNH2 3.1 potassium channel isoform | U2OS KCNH2 3.1, thallium flux FluxOr; hits give low values | activity change, % (tested at about 1.8 µM) | 340,000 tested, 0.95% active | AID 720553;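 active = maximum activity change below -70%; inconclusive = maximum activity change from -70% to -50%; inactive = maximum activity change above -50%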;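 also: thallium influx rate constant from kinetic fluorescence after stimulation buffer; % is scaled to controls: 0 for no effect and ±100 for the full control effect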
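Thallium flux read-out: FluxOr dye with Red40 quencher in HBSS/HEPES, 45 min at RT. Rate constants from kinetic reads were normalized to positive and negative DMSO controls. Cells: U2OS virally expressing the 3.1 isoform.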
GALK inh: blocks human galactokinase activity. P51570. Purified GALK, Kinase-Glo residual ATP luminescence. Potency, µM (doses to about 57.5 µM), for inactives: at the top dose activity change, negative = inhibition, hits mostly inhibitors. 270,000 tested, 0.007% active. AID 1868; also: potency is read from the fitted curve at half-maximal effect; % is scaled to controls: 0 for no effect and ±100 for the full control effect
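Luminescence from leftover ATP (Ultra-Glo luciferase/luciferin) served as read-out after a 1 h room-temperature reaction of 5 nM GALK with 35 uM ATP and 100 uM galactose.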
A-T KAP1 phos: potential ataxia-telangiectasia treatments restoring KAP-1 phosphorylation | […] A-T fibroblasts, KAP-1 phosphorylation AlphaLISA; neocarzinostatin DNA damage 30 min before lysis | Potency, µM (top dose mostly 57.5 µM), for inactives: at the top dose activation, usual class: activators | 320,000 tested, 0.19% active | AID 485349; also: potency is read from the fitted curve at half-maximal effect; % of control where 0% means no effect; nearly all actives have a fitted effect of over 45% in size
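ATM-like activity read as KAP-1 phosphorylation via AlphaLISA donor/acceptor antibody pairs after lysis and 6 hr at 25C. Cells were ATM-null patient fibroblasts ([…], hTERT), dosed 60 min, then exposed to the DSB inducer NCS for 30 min.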
MBNL1-CUG inh: MBNL1-poly(CUG) RNA binding inhibition; TR-FRET MBNL1-His/biotin-(CUG)12 binding, 665/545 ratio; Potency, µM (highest dose often 57.5 µM), for inactives: at the top dose activity change, negative = inhibition, usual class: inhibitors; 280,000 tested, 0.036% active; AID 2675; active = well fitted inhibition curve with a large enough effect in the signal ratio, with a control signal flat, not every such curve was filed as active; inconclusive = small, poorly fitted or top-dose-only effect, or effect the other way, or a change in a side signal; inactive = no such curve, though single readings can be large or run the other way; the % refers to the signal ratio; also: potency is read from the fitted curve at half-maximal effect; % is scaled to controls: 0 for no effect and ±100 for the full control effect
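Compounds (final 92 nM to 58 uM) are added to His-tagged MBNL1 and biotin-(CUG)12, then terbium anti-His antibody and streptavidin-XL665 (5 nM final). After 60 min at room temperature, the 665/545 nm ratio is read.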
Coupling enz: coupling enzyme interference in Giardia aldolase counter-screen | activity change, negative = inhibition, % at 58.2 µM, hits read low | coupling enzyme system counterscreen, AmpLite Red fluorescence | 290,000 tested, 0.67% active; in the data active = activity change below about -30%; also: % is scaled to controls: 0 for no effect and ±100 for the full control effect
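Counterscreen of the coupled detection system alone, without aldolase: glyceraldehyde-3-phosphate coupling enzymes plus AmpLite Red readout. Compounds at 57.5 uM final, 10 min RT preincubation, 20 min RT reaction, fluorescence 525/598 nm.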
Integrin act MD: activators of alpha7 integrin expression for muscular dystrophy; alpha7betagal myoblasts, beta-gal FDG fluorescence, 48 h; Potency, µM (titrated, usually from 38.3 µM), without a hit: at the top dose activation, hits mostly activators; AID 624291; 350,000 tested, 0.064% active;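 also: potency is read from the fitted curve at half-maximal effect; 100% = response of the positive control SU9516; nearly all actives have a fitted effect of over 60% in size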
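alpha7betagal+/- myoblasts (passage 13, 250/well) treated 48 h at 37C with compounds at 1:260 dilution of DMSO stock. Lysed, then beta-galactosidase activity read as FDG fluorescence (ex 480/em 540) after 30 min, with pre-read for autofluorescence.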
ASM inhibitor: blocks human secretory acid sphingomyelinase; P17405; placental ASM, HMU-PC fluorogenic substrate, 60 min; Potency, µM (series often up to 57.5 µM), for the others: at the top dose activity change, negative = inhibition, hits mostly inhibitors; 340,000 tested, 0.006% active; also: potency is read from the fitted curve at half-maximal effect
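HMU-PC0 cleavage (9 uM final) by human placental ASM, 60 min at 37 °C following 10 min compound exposure at RT; stopped at pH 10, fluorescence Ex 386/Em 447 nm.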
TRPV1 agonist: agonists of human vanilloid receptor 1 (TRPV1). 320,000 tested, 0.19% active. TRPV1-expressing cells, Fluo-8 calcium influx, agonist mode. activation, % at 8.33 µM. Q8NER1; in the data active = activation above about 80%; inconclusive = between about 30% and that limit; also: 0% is about no effect
Target sequence (Q8NER1 whole entry, looked up): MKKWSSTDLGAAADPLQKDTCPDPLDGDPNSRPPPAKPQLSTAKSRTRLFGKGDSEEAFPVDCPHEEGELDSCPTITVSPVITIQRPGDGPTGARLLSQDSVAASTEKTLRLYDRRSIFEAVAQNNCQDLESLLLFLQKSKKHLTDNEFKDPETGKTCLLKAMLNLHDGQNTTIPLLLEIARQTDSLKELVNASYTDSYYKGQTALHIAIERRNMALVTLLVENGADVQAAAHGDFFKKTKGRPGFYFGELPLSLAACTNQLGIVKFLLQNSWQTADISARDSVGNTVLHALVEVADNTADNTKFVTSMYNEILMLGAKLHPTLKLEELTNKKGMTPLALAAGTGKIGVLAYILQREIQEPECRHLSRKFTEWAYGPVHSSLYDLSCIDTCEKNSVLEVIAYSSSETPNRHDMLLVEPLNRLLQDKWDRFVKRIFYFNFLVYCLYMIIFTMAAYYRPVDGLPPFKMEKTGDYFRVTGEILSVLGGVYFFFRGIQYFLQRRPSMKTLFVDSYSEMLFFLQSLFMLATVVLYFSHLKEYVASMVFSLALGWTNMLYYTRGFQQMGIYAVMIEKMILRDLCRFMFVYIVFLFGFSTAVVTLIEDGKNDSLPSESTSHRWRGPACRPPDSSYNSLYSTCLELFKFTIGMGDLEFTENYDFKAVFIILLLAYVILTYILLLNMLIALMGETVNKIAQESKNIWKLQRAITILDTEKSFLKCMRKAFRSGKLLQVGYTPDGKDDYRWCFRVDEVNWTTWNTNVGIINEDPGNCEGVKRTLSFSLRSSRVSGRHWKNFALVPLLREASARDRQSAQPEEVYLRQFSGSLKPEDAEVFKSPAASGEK
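Cells expressing TRPV1 were dye-loaded with Fluo-8 and read kinetically: 10 s baseline, 3 min after compound (agonist portion), then 2 min after EC20 capsaicin (allosteric enhancer portion). Calcium-bound dye fluorescence at 480/520 nm.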
CXXC DNA block: inhibitors of human MLL CXXC domain-DNA interaction; AID 2662; Q03164; MLL-CXXC / FITC-HOXA9 DNA fluorescence polarization; 290,000 tested, 0.037% active; Potency, µM (doses to about 115 µM), for inactives: at the highest dose activity change, negative = inhibition, usual class: inhibitors; active = well fitted inhibition curve with a large enough effect in the polarisation, with a control signal flat, not every such curve was filed as active; inconclusive = small, poorly fitted or top-dose-only effect, or effect the other way, or a change in a side signal; inactive = no such curve, though single readings can be large or run the other way; the % refers to the polarisation; also: potency is read from the fitted curve at half-maximal effect
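Fluorescence polarization: 7 uM MLL-CXXC (stock) preincubated 5 min with compounds, then 50 nM fluorescein-HOX-A9 DNA (stock) added; 30 min ambient. Buffer 50 mM Tris-HCl pH 7.5, 50 mM NaCl, 1 mM DTT, 0.05% BSA.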
An asterisk follows results filed as active; ? = inconclusive; · = no result given; [ ] = remark or other dose. Unless noted, calls follow the shape of the dose curve; as a rule, active = well fitted curve in the direction sought with a large enough effect; inconclusive = small, poorly fitted or top-dose-only effect, or another doubt; inactive = no such curve, though single readings can be large; an effect the other way counts as inactive or inconclusive.

SMILES	hERG WT inh	KCNH2 3.1 block	GALK inh	A-T KAP1 phos	MBNL1-CUG inh	Coupling enz	Integrin act MD	ASM inhibitor	TRPV1 agonist	CXXC DNA block
Cc1ccc(Nc2ccc(S(=O)(=O)N3CCOCC3)cc2[N+](=O)[O-])cc1C	4	-6	0%	6%	?	0	-14%	-13%	5	1%
Cc1ccnc(N2C(=O)c3ccccc3C2=O)c1	-3	5	2%	-5%	7%	2	0%	4%	-5	-5%
CC(=O)N(CCc1ccccc1C)Cc1cc2cc3c(cc2[nH]c1=O)OCO3	-6	-16	0%	0%	-8%	1	1%	30%	?	6%
O=C(NCc1ccncc1)c1ccc(NS(=O)(=O)c2ccc(F)cc2)cc1	43	17	·	14%	·	·	3%	2%	0	·
O=C(C1CCCN(S(=O)(=O)c2ccc(Br)s2)C1)N1CCCCCC1 (stereo not given)	4	10	2%	·	1%	1	0%	-1%	-1	8%
Cc1ccc(-c2noc(CSc3nnc(Cc4cccs4)n3-c3ccccc3)n2)cc1	19	-39	-1%	1%	?	0	-6%	-15%	2	2%
O=C(NCCN1CCCC1)C1CC(=O)N(C2CCCCC2)C1 (stereo not given)	0	-1	-3%	-2%	1%	2	9%	1%	-1	2%
CCCCN(CCCC)C(=O)c1cn(CC)c2cc(N3CCN(C)CC3)c(F)cc2c1=O	2	23	-1%	1%	6%	-3	17%	-1%	0	8%
COC(=O)c1ccc(C(c2c(N)n(CC(C)C)c(=O)[nH]c2=O)N2CCN(c3ccccc3)CC2)cc1 (stereo not given)	5	-3	-1%	5%	5%	0	1%	-4%	0	?
CCc1nnc(NC(=O)NCN2C(=O)C3C4C=CC(C4)C3C2=O)s1 (stereo not given)	0	2	-2%	-10%	-12%	9	3%	-1%	1	-10%
O=Cc1cn(CC(O)Cn2cc(C=O)c3ccccc32)c2ccccc12	8	-2	-2%	13%	-10%	-3	-49%[inhibitor]	-3%	0	-6%
O=C(OCC(=O)N1CCN(C(=O)c2ccco2)CC1)c1cccc(O)c1	23	2	4%	1%	-4%	·	15%	-1%	0	-12%
CCOC(=O)c1c(NC(=O)CSc2ncccn2)sc(C(=O)NC)c1C	5	8	·	-1%	·	·	-6%	·	0	·
O=C(CCc1ccccc1)NCc1ccc(F)cc1	-2	-11	0%	-9%	2%	0	33%	2%	19	1%
CC(=O)Nc1ccc(NC(=O)Cn2nc([N+](=O)[O-])c(Br)c2C)cc1	1	-11	10%	7%	?	5	19%	-5%	-9	?
Cc1cccc(C)c1NC(=O)C1CCCN1S(=O)(=O)c1ccccc1 (stereo not given)	1	8	-1%	2%	48%[activator]	0	4%	0%	-3	28%
COc1ccc([N+](=O)[O-])cc1NC(=S)NC(NC(=O)Cc1ccc(OC)c(OC)c1)C(Cl)(Cl)Cl (stereo not given)	-5	-1	-2%	4%	9%	0	-20%	-7%	-1	0%
Cc1cccc(NC(=O)CSc2nnc(C3CC3)n2CC2CCCO2)c1 (stereo not given)	13	-2	-1%	-3%	2%	3	-69%[inhibitor]	0%	3	-24%
COc1ccc(CCN2CC(C(=O)OC(C)C(=O)Nc3ccc(NC(C)=O)cc3)CC2=O)cc1OC (stereo not given)	-10	-2	·	·	·	·	19%	10%	·	·
O=C(CCl)Nc1sccc1C(=O)c1ccccc1	-10	2	·	·	·	·	-28%	12%	·	·
CN(CC(=O)Nc1cccc2c1CCCC2)S(=O)(=O)c1ccc(Cl)cc1	4	-4	0%	3%	2%	0	-4%[7.66 µM]	-1%	16	3%
CCOc1ccc(CCNc2cc(C)nc3ncnn23)cc1OCC	-9	-3	·	4%	-8%	0	3%	0%	-1	7%
CC(=O)C1C(c2cccc(Oc3ccccc3)c2)NC(=O)NC1(O)C(F)(F)F (stereo not given)	5	17	-1%	3%	-9%	2	8%	·	1	7%
C/C(=N\N=C(N)N)c1ccc(Cl)c(Cl)c1	10	-13	12%	-1%	-11%	2	-73%[inhibitor]	-1%	-1	7%
CCOc1ccc(-n2c(C)nc3cc(C(=O)NCC4CCCO4)ccc32)cc1 (stereo not given)	-2	7	3%	-2%	-10%	2	6%	-3%	-3	-1%

Results in ASM inhibitor, TRPV1 agonist and MBNL1-CUG inh (two entries from above):
SMILES	ASM inhibitor	TRPV1 agonist	MBNL1-CUG inh
COC(=O)c1ccc(C(c2c(N)n(CC(C)C)c(=O)[nH]c2=O)N2CCN(c3ccccc3)CC2)cc1 (stereo not given)	-4%	0	5%
CCc1nnc(NC(=O)NCN2C(=O)C3C4C=CC(C4)C3C2=O)s1 (stereo not given)	-1%	1	-12%

New compounds follow.
SMILES	hERG WT inh	KCNH2 3.1 block	GALK inh	A-T KAP1 phos	MBNL1-CUG inh	Coupling enz	Integrin act MD	ASM inhibitor	TRPV1 agonist	CXXC DNA block
O=C(Cn1nnc2ccccc21)c1ccccc1	4	-18	0%	-7%	·	0	9%	0%	-1	8%
CCCOC(=O)c1ccc(Nc2nc(C)cc(=O)[nH]2)cc1	-7	0	0%	1%	-23%	3	22%	2%	5	-4%
O=C(Nc1ccc(Cl)cc1)C1CCN(C(=O)c2ccco2)CC1	13	7	7%	-3%	-5%	6	7%	-4%	6	10%
CCOC(=O)C(C)Sc1cnccn1 (stereo not given)	5	20	-1%	2%	5%	-1	1%	-1%	-1	1%
Cc1cc(C)c2c(=O)[nH][nH]c2n1	-6	10	·	·	·	·	12%	-1%	·	·
Cc1ccc(S(=O)(=O)NCCCCCC(=O)N(C)C)cc1	-4	-13	1%	1%	-3%	0	9%[7.66 µM]	-1%	2	-5%
CCN(CC(=O)Nc1ccc(OC)cc1)C(=O)CN1C(=O)NC(C)(c2ccc3ccccc3c2)C1=O (stereo not given)	-1	-1	-4%	4%	0%	·	20%	-1%	-2	0%
Cc1[nH]c(=O)[nH]c(=O)c1NC(=O)c1cccs1	0	14	-1%	-17%	6%	3	10%	3%	-4	2%
O=C(Nc1sc2c(c1C(=O)NC1CCCCC1)CCC2)c1ccco1	4	-4	-3%	·	3%	-1	-21%	80%[activator]	12	-4%
O=C(NC(=S)NCc1nc2ccccc2[nH]1)c1ccccc1F	-1	15	-2%	-3%	3%	1	-12%	2%	6	-2%
Cc1cc(/C=C2/NC(=O)N(Cc3ccccc3F)C2=O)c(C)n1-c1ccccn1	-12	1	·	-3%	-6%[11.5 µM]	-2	-20%	66%	1	7%
O=C(c1cc(S(=O)(=O)Nc2ccccc2F)c(Cl)cc1Cl)N1CCN(CCO)CC1	8	-2	0%	5%	-9%	3	15%	-2%	2	-14%
Cc1c(C(=O)OCC(=O)Nc2ccccc2OC(F)F)cccc1[N+](=O)[O-]	3	-1	0%	-4%	-5%	-1	16%	0%	14	-2%
N#Cc1cccc(NC(=O)COC(=O)CCc2nc3ccccc3c(=O)[nH]2)c1	-2	-7	-1%	-1%	-5%	1	18%	3%	-4	6%
COc1cc(/C=C2\SC(=S)N(Nc3ncc(C(F)(F)F)cc3Cl)C2=O)ccc1O	-3	-10	1%	-7%	?	-6	-7%	?	10	?
CCOC(=O)C1CCCN(CC(O)COc2cccc(C)c2)C1 (stereo not given)	1	5	3%	30%	?	-2	-12%	-1%	-4	-2%
CCOC(=O)C1=C(COC(=O)c2ccc(Br)c(S(=O)(=O)N3CCOCC3)c2)NC(=O)NC1C (stereo not given)	-3	0	·	·	·	·	?	-2%	·	·
CCn1nc(NC(=O)C(C)(C)C)c2cc3cccc(C)c3nc21	-3	-4	·	?	11%	-3	-19%	425%[activator]	?	6%
COc1ccc(CC2(CO)CCN(Cc3cccn3-c3ccccn3)CC2)cc1	?	-108*	1%	5%	-6%	1	0%	-4%	0	2%
Cc1cc(NC(=O)COC(=O)c2ccccc2[N+](=O)[O-])no1	5	9	-1%	3%	22%	0	-4%	-1%	1	12%
Cc1ccc(SCc2cn3c(C)cc(C)nc3n2)cc1	1	-20	11%	-7%	4%	-1	0%	-1%	1	0%
Cc1cc(C)cc(N2C(=O)CC(Sc3ccccc3C(=O)O)C2=O)c1 (stereo not given)	2	-7	8%	-4%	-4%	7	-34%	2%	-7	-10%
Cc1cccc(CSc2nc3ccccc3c(=O)n2C)c1	-6	1	·	5%	·	·	-26%	-13%	18	·

Some values from the list:
Under ASM inhibitor, COc1ccc(CC2(CO)CCN(Cc3cccn3-c3ccccn3)CC2)cc1 has -4%
Under Integrin act MD, Cc1cc(C)cc(N2C(=O)CC(Sc3ccccc3C(=O)O)C2=O)c1 (stereo not given) has -34%
Under ASM inhibitor, Cc1cc(/C=C2/NC(=O)N(Cc3ccccc3F)C2=O)c(C)n1-c1ccccn1 has 66%
Under hERG WT inh, Cc1ccc(S(=O)(=O)NCCCCCC(=O)N(C)C)cc1 has -4
Under GALK inh, O=C(Nc1sc2c(c1C(=O)NC1CCCCC1)CCC2)c1ccco1 has -3%
